Source: PubChem BioAssay (several laboratories)
TWEAK Fn14 block: inhibitors of TWEAK-Fn14 signaling, primary screen, luciferase reporter cells, uHTS. actives 2% (n = 360,000). AID 1159606, 2016. TWEAK-stimulated Fn14 reporter cells, luciferase luminescence, 8 h. inhibition, % at 10 µM; in the data active means inhibition above about 50%
TROY NFkB inh: inhibitors of TROY-driven NF-kB signaling, primary screen, Q293 LMP1-TROYcd cells, NF-kB luciferase, uHTS | actives 0.98% (n = 360,000) | Q293 LMP1-TROYcd NF-kB luciferase reporter, 4 h | inhibition, % at 10 µM;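 active means compounds whose plate-normalised and pattern-corrected inhibition of the luciferase reporter signal at the single screening dose is 50% or more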
Shn3 inh set2: reduction of Shn3 3'UTR firefly luciferase signal, primary screen, Schnurri-3 inhibitor project, cell-based, Clone20 osteoblasts, set 2. actives 0.52% (n = 360,000). Clone20 osteoblast Shn3 3'UTR firefly luciferase, 24 h. AID 588674, 2011. inhibition, % at 12.5 µM;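 active means mean inhibition of at least 75% with every replicate also reaching 75%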;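 further: 0% = median of neutral control wells and 100% = pilot-screen positive control compound; some compounds past the cut are filed as inactive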
HIF-2a block: HIF-2a reporter inhibitors, primary screen, luminescence, 786-0 RCC cells | 786-0 RCC cells HIF-2a reporter, luciferase luminescence, overnight | inhibition, % at 18.8 µM | actives 0.72% (n = 360,000);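 active means inhibition of the luminescence signal of 40% or more relative to plate controls, in a single-dose primary screen at 18.75 µM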
NR2E3 ag-1: NR2E3 agonists in two-hybrid cells, primary screen, cell-based, luminescence, CHO-S, Gal4-NCOR/VP16-NR2E3 | Photoreceptor-specific nuclear receptor (Homo sapiens), Q9Y5X4 | luciferase | inhibition of corepressor binding, % at 3.98 µM | actives 0.35% (n = 360,000) | AID 602229, 2012;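 active means inhibition above the mean of all tested compounds plus 3 SD, cut at about 70% in these data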;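 further: 0% = DMSO with NR2E3 transfected cells and 100% = cells lacking NR2E3 construct; higher means lower luciferase signal from less NR2E3 corepressor binding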
Target sequence (Q9Y5X4 whole entry, looked up, the tested form may be a part): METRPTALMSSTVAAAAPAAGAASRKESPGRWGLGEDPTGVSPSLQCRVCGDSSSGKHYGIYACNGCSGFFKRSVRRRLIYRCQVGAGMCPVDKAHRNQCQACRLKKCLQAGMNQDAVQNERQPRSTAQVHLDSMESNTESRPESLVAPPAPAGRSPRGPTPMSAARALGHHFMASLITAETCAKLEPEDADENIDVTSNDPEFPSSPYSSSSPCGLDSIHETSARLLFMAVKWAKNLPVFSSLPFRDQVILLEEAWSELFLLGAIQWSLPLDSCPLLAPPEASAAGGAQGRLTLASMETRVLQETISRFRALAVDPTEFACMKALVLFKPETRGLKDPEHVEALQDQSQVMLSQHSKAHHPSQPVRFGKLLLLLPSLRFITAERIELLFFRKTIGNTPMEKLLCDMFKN
CF NFkB block: inhibitors of PAF-induced NF-kB signaling, primary screen, cell-based, GFP fluorescence, uHTS; AID 588850, 2011; KKLEB NF-kB-GFP reporter, GFP fluorescence overnight; actives 0.86% (n = 360,000); inhibition, % at 5 µM;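 active means at least 50% inhibition at 5 µM, scaled per plate between neutral and stimulator controls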;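 further: PAF is a Pseudomonas aeruginosa culture filtrate used as stimulus; plate controls were PAF-stimulated DMSO wells for no effect and unstimulated DMSO wells for full effect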
Peg3 prom inh: Peg3 promoter-driven luciferase inhibitors, primary screen, cell-based, HeLa, luciferase luminescence. HeLa PEG-Prom luciferase reporter, overnight. inhibition, % at 20 µM. actives 1.7% (n = 360,000). AID 588405, 2011;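 active means inhibition of at least 50% at 20 µM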
KKLEB cytotox: cytotoxicity in KKLEB CF airway cells, primary screen, cytotoxicity control for CF NF-kB inhibitor project, cell-based, uHTS, fluorescence assay plates; actives 0.36% (n = 360,000); AID 602141, 2011; activity change (cytotoxicity), % at 5 µM; KKLEB CF airway cells viability, ATPlite luminescence, overnight; hits give low values; cells stimulated with P. aeruginosa culture filtrate;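 active means corrected activity change at or below -50% at 5 µM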
MITF TRPM1 inh: inhibitors of MITF-dependent TRPM1 promoter reporter, primary screen, cell-based, SK-MEL-5, single point, luciferase; SK-MEL-5 TRPM1 promoter luciferase, 24 h; inhibition, % at 12.5 µM; actives 0.83% (n = 330,000); AID 488899, 2010;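 active means mean inhibition across replicates of 60% or more, whatever share of single replicates reaches that level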; further: values of inactives mirror those of a sister screen read the other way
C8 TRAIL sens: viability loss with TRAIL in NB7+C8 cells, primary screen, TRAIL sensitizer project, cell-based, ATPlite luminescence; AID 624354, 2012; inhibition (viability loss, TRAIL sensitization), % at 10 µM; actives 1% (n = 360,000);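 active means compounds causing at least 50% loss of cell viability in the single-dose screen, relative to plate controls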
NR2E3 ag-2: inhibitors of NR2E3-RetCOR corepressor binding, primary screen, NR2E3 agonist project, biochemical, TR-FRET, GST-NR2E3, biotin-RetCOR; AID 2300, 2010; Photoreceptor-specific nuclear receptor (Homo sapiens), Q9Y5X4; 1536-well; inhibition of corepressor binding, % at 4.78 µM; actives 0.12% (n = 320,000);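 active means percent inhibition above the cutoff of mean plus 3 SD of all tested compounds, set per screening campaign, cut at about 20% in these data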;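 further: 0% = DMSO wells and 100% = biotin wells as full block of FRET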
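Material – GST-tagged NR2E3 plus biotinylated RetCOR corepressor · Quantity – NR2E3 fusion 1.35 nM · Times – 5 h incubation at 4 °C · Medium – pH 7.5 Tris-based buffer · Technique – TR-FRET, Eu(K)-anti-GST donor, streptavidin-D2 acceptor, ex 340, em 617/671 nm · Benchmarks – high control biotin, low control 0.6% DMSO · Format – 1536-well plates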
Numbers without * were called inactive; nt = not tested or not shown. Not all compounds are listed. The share of hits here may be higher or lower than overall.

SMILES	TWEAK Fn14 block	TROY NFkB inh	Shn3 inh set2	HIF-2a block	NR2E3 ag-1	CF NFkB block	Peg3 prom inh	KKLEB cytotox	MITF TRPM1 inh	C8 TRAIL sens	NR2E3 ag-2
O=C(NNC(=O)c1ccc2ccccc2c1)c1cccc(Br)c1	5	4	-10	-14	-13	-2	-24	-3	-13	-4	nt
C=CCn1c(=S)[nH]c2sc3c(c2c1=O)CCCC3	5	-3	-8	-34	-24	-3	-9	-1	-12	-3	6
Cc1ccccc1Cn1nnc(C(=O)Nc2cccc(C)c2C)c1N	2	-13	33	-51	66	-5	-26	-6	-14	-14	4
O=C(CSc1nc2c(c(=O)n1-c1ccc(Br)cc1)SCC2)NCc1ccco1	5	-23	92*	16	-2	-5	13	7	8	-12	5
COc1ccc(S(=O)(=O)Nc2ccc(S(=O)(=O)Nc3nc(C)cc(C)n3)cc2)cc1OC	-6	11	8	8	-15	1	14	-16	2	-10	3
CN(C)C(CNC(=O)c1ccc(C2SCCS2)cc1)c1ccccc1 (stereo not drawn)	-95	-24	-14	-177	-93	-7	-138	-2	-9	8	1
COc1ccc(C(O)P(=O)(OCCC(C)C)c2ccc(N(C)C)cc2)cc1 (stereo not drawn)	5	-11	10	3	-32	2	6	-2	-1	6	-1
C/C=C/c1ccc(OCCCNCC(C)O)c(OC)c1 (stereo not drawn)	86*	nt	-4	13	7	-4	7	5	1	3	1
Fc1ccccc1NC(=S)NCc1ccc(Cl)cc1	-1	-6	24	-33	18	-6	-1	10	-11	0	-1
C=CCn1c(C)cc(C2=NNC(=NCc3ccccc3)SC2)c1C	0	-16	-31	-223	-38	-8	-246	6	-33	22	-4
O=[N+]([O-])c1ccccc1/C=N\N1CCN(c2ccccc2)CC1	-9	-16	-26	-209	-48	-27	-126	13	-32	7	1
Cc1nc(SCC(=O)NC2CCS(=O)(=O)C2)c(C#N)c(C)c1C (stereo not drawn)	-8	15	7	6	2	-1	-11	7	3	0	3
O=C1CC(c2ccccc2)Oc2ccc(Cl)cc21 (stereo not drawn)	-3	-17	-16	-71	-6	2	6	-3	-3	26	nt
O=C1CCn2c1c(O)c1ccccc1c2=O	-3	9	10	14	9	1	18	2	1	-6	nt
Cc1cc(C(=O)N/N=C/c2cc(N=Nc3ccccc3)ccc2O)n[nH]1	-18	-16	87*	-132	-7	40	-26	-18	41	45	-1
CCOc1ccccc1NC(=O)Cn1c(=O)oc2ccccc21	8	2	-12	7	14	-16	0	-3	-8	-3	-1
O=C(Nn1c(C2CCCCC2)nc2ccccc2c1=O)c1cc(Cl)ccc1[N+](=O)[O-]	-16	3	12	0	-1	-26	11	11	3	0	4
O=[N+]([O-])c1ccc(NN=CC2CCCCCC2)c([N+](=O)[O-])c1	16	1	nt	8	0	nt	nt	nt	nt	3	nt
N#CC1(NC(=O)CSc2nnc3n2CCCCC3)CCCCC1	-3	6	-1	5	-39	22	-1	-5	2	-5	nt
COc1ccccc1C1C2=C(CC(C)(C)CC2=O)N(CC(=O)O)C2=C1C(=O)CC(C)(C)C2	12	9	15	12	-4	-18	0	5	5	-7	4
CC(C)CC(=O)Nc1nnc(S(=O)(=O)N2CCc3ccccc32)s1	-4	7	1	16	-13	12	14	-13	1	-22	7
C=CCNC(=O)Cc1c(OC)ccc2cc(Br)ccc12	-1	-8	0	15	23	-14	10	0	12	24	6
O=C(NNC(=O)C1CCC1)c1ccccc1F	8	21	3	3	-1	-5	-15	-16	6	-11	0
CCOC(=O)c1cnc(-n2nc(C)cc2C)nc1NC1CCCCC1	49	54*	84	9	93*	-6	13	-5	51	10	-1
Brc1ccccc1-c1nc2c3ccccc3ncn2n1	0	-35	-39	-192	-103	15	-254	-12	-46	15	1
O=C(N/N=C/c1ccc(O)cc1)c1csc2ccccc12	-20	-42	-32	-97	-76	8	-80	2	-3	29	-1
C=CCc1cccc(/C=N/NC(=O)c2ccccc2Br)c1O	-17	-21	52	-50	-33	12	-10	-2	3	11	3
COc1cc(/C=C/C(=O)OCC(=O)N(C)Cc2ccccc2)ccc1O	-1	4	-22	9	17	-3	11	-7	4	5	3
CCS(=O)(=O)c1nc(S(=O)(=O)c2ccc(C)cc2)c(N2CCOCC2)s1	14	-9	-8	11	-6	3	-8	10	23	-5	0
COc1ccccc1NC(=O)c1sc(NC(=O)c2ccco2)c(C#N)c1C	-26	-2	13	-10	0	7	-15	-7	-18	-1	4
Cc1cc(NC(=O)Cn2nc(C(F)(F)F)c3c2CCC3)no1	-4	-2	-5	1	-13	-2	-6	1	-1	-1	1
O=C(CCCNC(=O)c1ccc(Cl)cc1)NCc1ccc(F)cc1	23	6	2	-3	-43	-9	15	-4	0	-23	-1
CN(C)C(CNC(=O)CCNC(=O)c1ccccc1Cl)c1ccco1 (stereo not drawn)	20	4	-22	13	9	7	-1	-21	3	-3	-1
Cc1ccc(NC(=O)CC[C@H]2O[C@@H](n3cnc4c(NC(=O)c5ccccc5)ncnc43)[C@H](O)[C@@H]2O)cc1C	-16	2	10	11	6	-26	-1	4	nt	-26	nt
CN(C1CCCCC1)S(=O)(=O)c1ccc(NC(=O)C2CCCCC2C(=O)O)cc1 (stereo not drawn)	-6	2	-5	17	1	-12	5	0	7	-8	1
O=C(CNc1cccc(S(=O)(=O)N2CCCCC2)c1)Nc1ccccc1F	-7	9	8	-14	-15	3	3	10	5	-5	0
O=C(/C=C\Nc1cccc(F)c1)c1cccs1	10	-56	-77	-229	-140	0	-226	-9	-31	27	-2
CCOC(=O)c1sc2nc(CSCC(=O)OCc3ccc(C(=O)OC)o3)[nH]c(=O)c2c1C	-7	6	7	15	-3	-2	21	-10	9	1	1
Cc1ccc(/C=N/NC(=O)c2cccs2)s1	-28	-31	-79	-289	-139	-8	-287	4	-58	5	4
O=C(Nc1cccc2c1[nH]c(=O)c1ccccc12)C(F)(F)F	5	-23	-14	-63	14	-33	-55	4	nt	0	nt
CC(=O)c1ccc(NC(=O)CSc2nc(=O)n(CCN3CCOCC3)c3c2CCC3)cc1	2	4	9	-5	-27	-3	-16	-9	0	24	-1
COc1ccc(C(=O)N/C(=C\c2cn(C)c3ccccc23)C(=O)NCCCn2ccnc2)cc1	6	7	3	3	-20	-7	-12	-4	9	-16	-2
COc1ccc(C(=O)N/C(=C/c2ccco2)C(=O)NCc2ccco2)cc1	21	-4	-1	2	2	-3	8	-3	2	8	6
COc1ccc(NC(=S)N2CCCC2)cc1OC	15	-10	4	4	-18	-6	0	1	6	-4	-3
NS(=O)(=O)c1ccc(NC(=S)NCc2ccco2)cc1	14	4	0	13	0	-1	14	14	-2	-2	3

Brought forward from above: three compounds, then new ones.
SMILES	TWEAK Fn14 block	TROY NFkB inh	Shn3 inh set2	HIF-2a block	NR2E3 ag-1	CF NFkB block	Peg3 prom inh	KKLEB cytotox	MITF TRPM1 inh	C8 TRAIL sens	NR2E3 ag-2
COc1ccc(C(=O)N/C(=C/c2ccco2)C(=O)NCc2ccco2)cc1	21	-4	-1	2	2	-3	8	-3	2	8	6
COc1ccc(NC(=S)N2CCCC2)cc1OC	15	-10	4	4	-18	-6	0	1	6	-4	-3
NS(=O)(=O)c1ccc(NC(=S)NCc2ccco2)cc1	14	4	0	13	0	-1	14	14	-2	-2	3
Cc1ccc(Cc2ccc(C(=O)NNC(N)=S)o2)cc1	-10	14	-1	-23	-9	13	16	-19	10	-1	-1
CC(=O)c1ccc(OCc2ncc(C(F)(F)F)cc2Cl)cc1	-22	-45	-6	-125	-35	9	-103	4	-30	-4	1
Cc1onc(-c2ccccc2Cl)c1C(=O)Nc1ccc(-n2nncc2-c2ccco2)cc1	-8	1	13	-10	-2	0	17	-1	-1	10	3
COc1ccccc1-c1ccc(Nc2cccc(C(C)=O)c2)nn1	-22	-55	0	-234	-17	-2	-159	-2	-68	6	1
N#CCOc1ccccc1/C=C/c1nc2ccccc2c(=O)[nH]1	-8	-33	-43	-164	-18	-3	-78	0	-58	-6	-4
COc1cc(OC)cc(-c2nc(N)n[nH]2)c1	-1	6	6	12	-4	12	23	3	-3	-4	2

Copied from the listing for reference:
SMILES	TWEAK Fn14 block	TROY NFkB inh	Shn3 inh set2	HIF-2a block	NR2E3 ag-1	CF NFkB block	Peg3 prom inh	KKLEB cytotox	MITF TRPM1 inh	C8 TRAIL sens	NR2E3 ag-2
NS(=O)(=O)c1ccc(NC(=S)NCc2ccco2)cc1	14	4	0	13	0	-1	14	14	-2	-2	3
Cc1ccc(Cc2ccc(C(=O)NNC(N)=S)o2)cc1	-10	14	-1	-23	-9	13	16	-19	10	-1	-1
CC(=O)c1ccc(OCc2ncc(C(F)(F)F)cc2Cl)cc1	-22	-45	-6	-125	-35	9	-103	4	-30	-4	1
Cc1onc(-c2ccccc2Cl)c1C(=O)Nc1ccc(-n2nncc2-c2ccco2)cc1	-8	1	13	-10	-2	0	17	-1	-1	10	3
